Bioassay records as filed in PubChem BioAssay.
GPR151 ag – human GPR151 activation | PathHunter beta-arrestin GPR151 cells, luminescence | 650,000 compounds, 1% hits | activation, % at 11.2 µM | AID 1508602 | Q8TDV0; in the data active means activation above about 4.9%;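 further: 0% = median of compound wells and 100% = cells with positive control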
Target sequence (Q8TDV0 whole entry, looked up): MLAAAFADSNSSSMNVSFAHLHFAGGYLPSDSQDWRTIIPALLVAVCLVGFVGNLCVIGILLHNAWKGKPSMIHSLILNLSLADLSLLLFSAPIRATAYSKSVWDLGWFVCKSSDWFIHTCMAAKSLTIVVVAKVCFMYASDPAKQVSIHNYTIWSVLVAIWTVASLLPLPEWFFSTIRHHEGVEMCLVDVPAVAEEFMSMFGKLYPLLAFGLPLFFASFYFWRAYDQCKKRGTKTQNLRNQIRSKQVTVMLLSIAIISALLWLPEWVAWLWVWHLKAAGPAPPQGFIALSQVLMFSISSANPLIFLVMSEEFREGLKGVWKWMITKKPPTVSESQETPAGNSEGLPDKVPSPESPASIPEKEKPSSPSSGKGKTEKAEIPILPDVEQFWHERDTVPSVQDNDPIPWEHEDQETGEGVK
FBW7 act – activators of human E3 ligase FBW7; Q969H0; AlphaScreen FBW7–phospho-cyclin E peptide binding, activator screen; normalized activity (activation), % at 26.1 µM; 650,000 compounds, 0.13% hits; AID 1259310; in the data active means normalized activity above about 1.9%;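 further: purified mutant Fbw7 with reduced substrate affinity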
TEAD-YAP block – TEAD-YAP interaction inhibition. HEK-TIYL cells, TEAD-Gal4/YAP UAS-luciferase luminescence. inhibition, % at 9.12 µM. 640,000 compounds, 1.4% hits. AID 1259422; in the data active means inhibition above about 32%;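 further: 0% = median of test compound wells and 100% = reference inhibitor wells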
MITF primary – blocks human microphthalmia-associated transcription factor; O75030; AID 1259374; 650,000 compounds, 0.91% hits; AlphaScreen MITF homodimerization, bead proximity signal; inhibition, % at 2.6 µM; in the data active means inhibition above about 50%;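 further: 0% = vehicle wells with protein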
Target sequence (O75030 whole entry, looked up): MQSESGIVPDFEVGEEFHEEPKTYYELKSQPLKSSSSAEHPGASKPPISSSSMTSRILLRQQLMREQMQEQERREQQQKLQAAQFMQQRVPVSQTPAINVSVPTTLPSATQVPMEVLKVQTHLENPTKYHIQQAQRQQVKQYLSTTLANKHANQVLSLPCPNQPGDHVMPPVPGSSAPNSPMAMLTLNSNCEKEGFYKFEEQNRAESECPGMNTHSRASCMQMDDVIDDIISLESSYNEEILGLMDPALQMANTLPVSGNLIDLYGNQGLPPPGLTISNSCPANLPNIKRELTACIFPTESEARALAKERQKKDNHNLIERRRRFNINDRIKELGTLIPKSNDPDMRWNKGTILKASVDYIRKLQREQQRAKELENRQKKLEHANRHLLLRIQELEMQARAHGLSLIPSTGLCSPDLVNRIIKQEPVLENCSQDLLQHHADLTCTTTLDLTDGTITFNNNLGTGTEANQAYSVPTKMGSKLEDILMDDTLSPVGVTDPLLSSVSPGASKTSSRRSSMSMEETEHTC
The depositor's hits bear a star; / = not tested or not shown; & = joins results of further samples.

#	SMILES	GPR151 ag	FBW7 act	TEAD-YAP block	MITF primary
1	CCN(CC)C(=O)C1=C(C)NC(=S)NC1c1cc(Br)c(OC)cc1OC (stereo not drawn)	-0.3	-0.3	0.2	-6.4
2	N#CC1=C(N)Oc2c(oc(CO)cc2=O)C12C(=O)Nc1ccccc12 (stereo not drawn)	-0.3	0.0	-1.3	-4.8
3	Cc1ccc([N+](=O)[O-])cc1S(=O)(=O)Nc1ccc(C(=O)N(C)C)cc1	2.9	-0.2	0.4	5.8
4	Fc1ccc(Cc2nnc(-c3ccc(F)cc3)o2)cc1	-0.2	-0.1	-63.0	-2.9
5	O=S1(=O)N=C(CN2CCCN(S(=O)(=O)c3cccs3)CC2)Nc2ccccc21	-1.9	-0.1	-4.1	-4.2
6	COc1cccc(C(=O)N2CCN3C(=O)[C@H](CO)N(C)C(=O)[C@H]3C2)c1	-0.2	-0.1	2.6	10.6
7	Cc1ccc(NS(=O)(=O)c2cccc(C(=O)Nc3cccc(C)c3)c2)cc1	0.8	-0.1	10.7	-6.3
8	COc1cccc(CN2C(=O)NC(C)(C3CCN(CC4CCCCC4)CC3)C2=O)c1OC (stereo not drawn)	1.1	-0.1	12.2	2.2
9	c1csc(-c2ccc(SCc3cn4ccccc4n3)nn2)c1	-2.8	-0.1	-23.1	12.9
10	COc1cc(Cl)cc(/C=N/NC(=O)c2ccccc2O)c1O	-0.1	-2.7	74.5*	44.7
11	CCOC(=O)N1CCN(C(=O)C(C)n2nc(C)c3sc4ccccc4c3c2=O)CC1 (stereo not drawn)	0.7	-0.2	-6.3	-1.8
12	CCOC(=O)c1ccc(Cn2c3ccc(Br)cc3c3nc4ccccc4nc32)o1	-0.8	0.5	-0.5	10.0

#	SMILES	GPR151 ag	FBW7 act	TEAD-YAP block	MITF primary
13	CC(=O)Oc1cc2oc(=O)c3c(c2cc1Cl)CCCC3	-1.3	0.0	-6.9	12.9
14	O=C1C2C(C(=O)N1Cc1ccc(F)cc1)C1C=CC2C12CC2 (stereo not drawn)	-0.9	-0.1	-7.8	5.2
15	O=C(O)/C=C/c1ccc(N2C(=O)CC(Cc3ccc(Cl)cc3)C2=O)cc1 (stereo not drawn)	-0.6	0.1	4.6	10.3
16	CCCCC(C)(C)[C@H](O)/C=C/[C@H]1[C@H](O)CC(=O)[C@@H]1CC(=O)CCCCC(=O)O	0.5	/	/	15.0
17	Cc1cc2nc(/N=C(\N)NC(=O)c3ccccc3)nc(C)c2cc1C	0.5&0.0	-0.2&0.1	-3.1&5.6	-7.0&-3.5
18	O=C(NCc1ccccc1)c1ccc2nc(NC3CCC(O)CC3)sc2c1 (stereo not drawn)	-0.1	-0.1	9.5	-12.5
19	Cc1ccc(OCC(=O)Nc2ccccc2C)cc1C	0.3	0.1	-11.2	13.0
20	CCOc1ccc2nc3sc(C(=O)NCc4cccs4)c(N)c3cc2c1	0.2	0.1	-87.8	2.7
21	CC(=O)N1CCN(Cc2ccc3c(c2)CN(CCC(C)c2ccc(C)o2)CCO3)CC1 (stereo not drawn)	1.0	0.0	-5.6	-8.9
22	CC(C)(Oc1ccc(Cl)cc1)C(=O)Nc1ccc2nccnc2c1	-0.3	0.7	-1.5	10.0
23	COc1cccc(NC(=O)C(=O)N/N=C/c2ccc(O)c(OC)c2)c1	-1.0	0.5	-14.0	18.8
24	CCOc1cccc(C(=O)N(Cc2ccc(C(C)C)cc2)C2CCS(=O)(=O)C2)c1 (stereo not drawn)	-0.3	0.0	2.7	-4.4

The last 5 records of the part above come first, to join the parts.
#	SMILES	GPR151 ag	FBW7 act	TEAD-YAP block	MITF primary
20	CCOc1ccc2nc3sc(C(=O)NCc4cccs4)c(N)c3cc2c1	0.2	0.1	-87.8	2.7
21	CC(=O)N1CCN(Cc2ccc3c(c2)CN(CCC(C)c2ccc(C)o2)CCO3)CC1 (stereo not drawn)	1.0	0.0	-5.6	-8.9
22	CC(C)(Oc1ccc(Cl)cc1)C(=O)Nc1ccc2nccnc2c1	-0.3	0.7	-1.5	10.0
23	COc1cccc(NC(=O)C(=O)N/N=C/c2ccc(O)c(OC)c2)c1	-1.0	0.5	-14.0	18.8
24	CCOc1cccc(C(=O)N(Cc2ccc(C(C)C)cc2)C2CCS(=O)(=O)C2)c1 (stereo not drawn)	-0.3	0.0	2.7	-4.4
25	O=C(c1ccc2ncsc2c1)N1CCOCC1	3.7	0.0	-8.0	-3.8
26	CCN(C(C)=O)C1=C(Cl)C(=O)c2ccccc2C1=O	-2.1	-0.1	2.8	10.0
27	N#Cc1ccc(C(=O)Nc2ccc(CN3CCOCC3)cc2)c(F)c1	0.3	-0.1	0.2	-16.0
28	O=C(CCNS(=O)(=O)c1ccc2c(c1)OCCO2)NC1CCCc2ccccc21 (stereo not drawn)	2.0	-0.1	-3.2	-6.2
29	CC(C)CCC1(C2CCN(C(=O)Cc3cscn3)CC2)NC(=O)NC1=O (stereo not drawn)	-0.5	-0.1	-2.6	-1.5
30	CSc1ccc(NC(=O)C2CC23CCN(C(=O)c2cnn(-c4ccccc4)c2)CC3)cc1 (stereo not drawn)	1.4	0.3	2.0	4.1
31	C=CCOC(=O)N1CCC(C(=O)NC(c2ccccc2)c2ccccn2)CC1 (stereo not drawn)	0.1	0.1	-5.4	16.2
32	COCCCn1c(-c2ccc(F)cc2)nc2c(c(=O)c3ccccc3n2C)c1=O	5.9*	0.6	0.1	15.6
33	COc1cccc(CNC(=O)CC(NS(=O)(=O)c2ccc(F)cc2)c2cccc(OC)c2OC)c1 (stereo not drawn)	1.5	-0.2	8.5	3.8
34	COc1ccc(S(=O)(=O)N(CC(=O)N2CCC(C(N)=O)CC2)c2ccc(C)cc2)cc1	-0.4	-0.1	5.7	2.6
35	CC(C(=O)Nc1ccccc1C#N)c1ccc([N+](=O)[O-])cc1 (stereo not drawn)	-1.7	0.0	0.2	-7.4
36	CC(=O)Oc1cccc(C(=O)Nc2ccc(-c3nc4ccccc4c(=O)o3)cc2)c1	-0.6	0.9	17.0	17.7

#	SMILES	GPR151 ag	FBW7 act	TEAD-YAP block	MITF primary
37	CC(C)(C)CC(=O)Nc1nnc(SCCN2CCOCC2)s1	-1.0	0.2	8.9	5.3
38	CC(C)[C@@H]1NC(=O)[C@H]2CN(C(=O)Oc3ccc(F)cc3)CCN2C1=O	1.0	0.9	-0.5	21.8
39	Cc1cc(NC2CCCCC2)nc(N2CCOCC2)n1	-0.5	-0.2	-4.4	-7.1
40	c1ccc(C2CCC(N3CCN(C4CCCCCC4)CC3)CC2)cc1 (stereo not drawn)	-0.8	-0.2	-3.4	62.9*
41	COc1ccccc1C(=O)N1CCN2C(=O)[C@@H]3CSCN3C(=O)[C@H]2C1	0.1	-0.1	-6.2	7.0
42	c1csc(-c2nc(N3CCCC3)c3ccccc3n2)c1	0.8	0.0	2.5	-4.8
43	CCCCSc1nnc2c(n1)OC(c1ccsc1)Nc1ccccc1-2 (stereo not drawn)	0.1	0.2	-91.7	-6.1
44	O=C(C1=C(O)C(=O)N(c2nncs2)C1c1ccccc1)c1cccs1 (stereo not drawn)	1.2	-0.1	7.9	8.2
45	CCC(Sc1ncnc2c1nnn2-c1ccc(OC)cc1)C(=O)OC (stereo not drawn)	-0.5	0.0	-7.3	-5.6
46	Cc1cccc(OCCCC(=O)Nc2ccc(F)cc2)c1	0.0	0.2	8.0	6.4
47	Cc1ccccc1OCC1CCCN(C(=O)CCC2(Cc3ccco3)CCC(=O)N2)C1 (stereo not drawn)	-0.3	0.1	12.9	21.1
48	O=C(CNCCc1ccc(Cl)cc1)NCc1ccc2c(c1)OCO2	-1.1	0.6	11.1	60.0*

#	SMILES	GPR151 ag	FBW7 act	TEAD-YAP block	MITF primary
49	O=C(O)COc1ccc(NC(=O)c2ccc3c(c2)C(=O)N(Cc2ccccc2)C3=O)cc1	0.2	-0.2	-6.0	2.5
50	N#Cc1c(C(F)(F)F)cc(-c2ccco2)[nH]c1=O	-0.6	0.4	-1.9	12.5
51	CC(C)N(CCNC(=O)Cc1cn(-c2ccc(N3CCc4ccccc4C3)nn2)c2ccccc12)C(C)C	1.3	0.2	-19.5	9.9
52	COc1ccc(NC(=O)CSc2nnnn2-c2ccc(OC)cc2)cc1	0.7	-0.1	9.4	-6.9
53	CCOC(=O)C1=C(C)N=c2s/c(=C/c3cn(C)c4ccccc34)c(=O)n2C1c1ccc(C(C)C)cc1 (stereo not drawn)	-0.5	0.2	2.4	1.4
54	COC(=O)CCSc1nc2c(c(=O)[nH]1)C(C)(C1CCCCC1)Cc1ccccc1-2 (stereo not drawn)	0.9	0.0	-2.6	-7.3
55	CN(C)c1nc(CN2CCc3c(Cl)cccc3C2)nc2ccccc12	0.9	0.0	8.5	-4.5
56	CC1(O)CCOCC1NCCC(=O)O (stereo not drawn)	-0.1	0.4	-0.2	15.3
57	CC(C)c1nc(SCC(=O)N2CCOCC2)c2ccccc2n1	-1.1	0.2	5.0	25.5
58	CC(NCc1cccnc1)c1ccccc1 (stereo not drawn)	1.7	0.3	0.0	16.3
59	N#Cc1c(NC(=O)CSc2ncnc3sc4c(c23)CCCC4)sc2c1CCCCC2	-1.0	0.1	-4.6	-1.8
60	Cc1ccc2c(c1)cc(CN(Cc1cccnc1)C(=O)Nc1ccccc1)c1nnnn12	-1.3	0.2	-5.5	24.5

#	SMILES	GPR151 ag	FBW7 act	TEAD-YAP block	MITF primary
61	O=C(NC(c1ccccc1)c1ccco1)C1CCN(C(=O)Cc2cccs2)CC1 (stereo not drawn)	-1.1	1.4	4.7	1.2
62	CCCCOc1ccc(C2(C)CC(=O)NC(=O)N2)cc1 (stereo not drawn)	2.0	0.8	-10.7	1.1
63	Cn1nnc2c(SCC(=O)N3CCN(c4ccccc4)CC3)ncnc21	-0.7	0.1	0.0	-5.9
64	O=C(c1nn2c(C(F)(F)F)cc(-c3ccccc3)nc2c1Cl)N1CCOCC1	0.6	-0.1	-3.8	2.3
65	Cc1cc(Cl)nc(Cl)c1C(=O)NC(=O)Nc1ccc(Cl)cc1	-1.0	0.4	-1.8	11.2
66	CC(C)(C)C1CCc2c(sc3nc(SCC(=O)c4ccc(Cl)cc4)nc(N)c23)C1 (stereo not drawn)	-0.8	0.1	11.1	3.4
67	O=c1c2ccccc2nc(SCc2ccccc2Cl)n1C1CCCCC1	1.0	0.0	-6.8	-11.5
68	COc1ccccc1C(=O)Nc1sccc1C(N)=O	-1.6	0.2	-12.6	-3.7
69	OC1(c2ccccc2)CN(c2ccccc2)C2=[N+]1CCCS2 (stereo not drawn)	-1.0&-0.8	0.1&0.0	11.5&2.7	-0.8&-8.3
70	COc1ccc(CCNC(=O)CCCn2c(SCC(=O)NCCc3ccccc3)nc3cc4c(cc3c2=O)OCO4)cc1OC	-1.1	0.3	-0.3	-6.1
71	Oc1ccc(Nc2ncnc3scc(-c4ccccc4)c23)cc1	-0.9	0.8	9.3	15.5
72	CCNC(=O)c1nn(CC2CC2)c2c1CN(Cc1ccco1)CC2	0.9	0.1	-1.2	1.5

#	SMILES	GPR151 ag	FBW7 act	TEAD-YAP block	MITF primary
73	c1c(CNC2CCCC2)c(N2CCN3CCCC3C2)nc2cc3c(cc12)OCO3 (stereo not drawn)	0.8	0.1	2.6	8.6
74	COc1ccccc1N1CCN(S(=O)(=O)c2ccc(F)c(C(=O)Nc3cccc(Cl)c3C)c2)CC1	-0.3	-0.2	4.1	-3.3
75	C/C(CC(=O)NC1CCCC1)=N\NC(=O)COc1cccc(C)c1	1.4	0.5	-8.3	-3.7
76	Cc1ccccc1OCC(=O)NNC=O	-0.7	-0.1	-9.9	-46.3
77	Cc1cc(C)c(S(=O)(=O)Nc2nc3ccccc3s2)c(C)c1	0.8	-0.1	-1.1	5.7
78	C=CCNC(=S)NCCCCC1NC(=S)N(CC=C)C1=O (stereo not drawn)	1.1	0.2	-8.6	0.8
79	FC(F)(F)c1ccc(Cl)c(Nc2nnc(-c3ccncc3)s2)c1	2.0	0.1	-0.9	12.8
80	CSc1ccc(C=Nc2ccc([N+](=O)[O-])cc2)cc1	0.2	0.3	8.3	5.3
81	Cc1ccc(Cl)cc1NC(=O)c1ccc(CSc2ccc(Cl)cc2)cc1	-0.4	0.1	-2.3	-3.5
82	CCN(CC)c1nc(Nc2ccc3c(c2)OCO3)nc(N2CCC(N3CCOCC3)CC2)n1	-1.6	-0.2	11.5	14.6
83	Cc1ccc(NCC(=O)N/N=C/c2c(O)ccc3ccccc23)cc1	-1.2	0.1	10.4	12.7
84	CSCCC(NC(C)=O)C(=O)NCC(N)=O (stereo not drawn)	0.8	-0.4	-9.6	-2.1

Limited to MITF primary, FBW7 act and GPR151 ag (2 entries from above):
no. | canonical_smiles | MITF primary | FBW7 act | GPR151 ag
77 | Cc1cc(C)c(S(=O)(=O)Nc2nc3ccccc3s2)c(C)c1 | 5.7 | -0.1 | 0.8
78 | C=CCNC(=S)NCCCCC1NC(=S)N(CC=C)C1=O (stereo not drawn) | 0.8 | 0.2 | 1.1
